ALOX12 inh – ALOX12 (human) lipoxygenase inhibition. purified 12hLO, xylenol orange hydroperoxide absorbance. Potency, µM (series often up to 108 µM), inactives show at the highest dose activity change, negative = inhibition, most hits filed as inhibitors. hit rate 1.1% among 580,000. AID 1671190; active means well fitted inhibition curve with a large enough effect; inconclusive means small, poorly fitted or top-dose-only effect, or another doubt; inactive means no such curve, though single readings can be large or run the other way
Target sequence (P18054 whole entry, looked up): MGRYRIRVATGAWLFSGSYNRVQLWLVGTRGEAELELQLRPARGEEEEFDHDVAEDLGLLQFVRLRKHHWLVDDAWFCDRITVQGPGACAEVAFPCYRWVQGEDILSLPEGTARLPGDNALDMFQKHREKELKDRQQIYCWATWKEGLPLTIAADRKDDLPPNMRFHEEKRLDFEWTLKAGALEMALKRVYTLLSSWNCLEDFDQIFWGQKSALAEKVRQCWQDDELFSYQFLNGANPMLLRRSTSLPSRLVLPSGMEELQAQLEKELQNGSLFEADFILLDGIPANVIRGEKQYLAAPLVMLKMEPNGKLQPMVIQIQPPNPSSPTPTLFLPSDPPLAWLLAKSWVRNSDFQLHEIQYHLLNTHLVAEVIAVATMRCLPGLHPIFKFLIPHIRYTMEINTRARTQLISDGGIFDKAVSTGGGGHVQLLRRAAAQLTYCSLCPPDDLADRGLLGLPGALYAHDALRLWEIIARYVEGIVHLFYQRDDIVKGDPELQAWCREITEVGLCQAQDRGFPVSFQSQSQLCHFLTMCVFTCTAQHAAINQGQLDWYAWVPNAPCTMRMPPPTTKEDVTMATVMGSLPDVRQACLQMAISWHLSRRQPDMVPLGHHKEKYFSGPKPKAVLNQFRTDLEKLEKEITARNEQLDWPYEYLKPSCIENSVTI
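Purified human 12hLO at 150 nM in 25 mM Hepes, 0.01% Triton X-100, pH 7.0, preincubated 15 min at room temperature with compound. Reaction started with 40 uM arachidonic acid, 30 min at room temperature. Hydroperoxide measured by Fe-xylenol orange, 573/405 nm absorbance ratio.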
An asterisk follows results filed as active; ? = inconclusive; [ ] = remark or other dose. On the % scale 0 is the no-effect control and ±100 the full control effect; potency means the concentration at half of the fitted maximal effect. These rows are one share of the data (hit frequency here may not be typical).

ALOX12 inh	structure
-1%	CCc1nc2c(c(-c3ccc(Cl)cc3)n1)CCN(C(=O)c1ccc(C)cc1)CC2
?	Cc1ccc(C)c(NC(=O)c2cc(-c3cc(C)oc3C)nc3onc(C)c23)c1
-29%	Cc1c(NC(=O)c2ccc([N+](=O)[O-])o2)cccc1-c1nc2ccccc2o1
42%[activator]	Cc1ccc(C2=NC3(CCN(C(=O)c4ccsc4)CC3)ON2)cc1
-9%	CCc1ccc2c(c1)-c1ccccc1S(=O)(=O)N2CC(=O)Nc1cccc(Cl)c1C
-5%	Cc1ccc2c(COC(=O)C3(S(=O)(=O)c4ccccc4)CCCC3)cc(=O)oc2c1
-54%	COCCn1cnnc1SCc1ccc(C(C)(C)C)cc1
-24%[57.4 µM]	NC(=O)NN=Cc1ccc([N+](=O)[O-])o1
30%	Cn1ccnc1C(=O)N1CCC(N2C[C@H](O)C[C@H]2C(=O)NC2CCCCC2)CC1
?	O=C1CSc2ccc(C(=O)Nc3ccc(Oc4ccccc4)cc3)cc2N1
27%	CC(C)CC(=O)N1CCCC(c2nc(-c3ccccc3)no2)CCNC(=O)CC1 (stereo not drawn)
?	Cc1cc(C)cc(OCC(=O)Nc2ccc3oc(-c4ccncc4)nc3c2)c1
46%[activator]	COc1ccc(/C=C/c2ccc3c(c2)C(=O)N2CC[C@H](NC(=O)c4cnccn4)[C@H]2C(=O)N3)cc1
-6%	CC1C(=O)N(Cc2ncc(-c3ccc(F)cc3)o2)C(=O)N1c1ccccc1 (stereo not drawn)
52%[activator]	O=C(NCc1cccnc1)c1ccc2oc(-c3ccc(C(F)(F)F)cc3)nc2c1
51%[activator]	O=C(NCc1ccc(F)cc1Cl)C1CCN(c2cnc3nccnc3c2)CC1
70%[activator]	Cc1noc(C)c1[S+](=O)([O-])N1CCn2c(nnc2C2CCCNC2)C1 (stereo not drawn)
4%	CC(NC(=O)C1CCCC(C(F)(F)F)C1)c1cccc(C(F)(F)F)c1 (stereo not drawn)
11%	COc1ccc(Nc2nc3ccccc3nc2NS(=O)(=O)c2cccc(Cl)c2)cc1
41%	CC(C)(C)CN1CCNC(=O)C1CC(=O)O (stereo not drawn)
-38%	CC(C)C(NC(=O)CSc1nc2cc([N+](=O)[O-])ccc2o1)c1ccccc1 (stereo not drawn)
14%	CCOC(=O)c1ccccc1C(=O)c1ccccc1
-9%	CCOC(=O)[C@@H](C)N1[C@@H](C)[C@H](c2ccccc2)Oc2ccc(Cl)cc2S1(=O)=O
-24%[57.4 µM]	COc1ccc(-c2nc(N3CCOCC3)c3sc(CN(C)c4ncc(C(=O)NO)cn4)cc3n2)cn1
?	Cc1ccc2c(=O)c(S(=O)(=O)c3ccccc3)cn(CC(=O)Nc3ccc4c(c3)OCCO4)c2n1

Arranged by molecular weight (rising): some entries from above
ALOX12 inh	structure
-24%[57.4 µM]	NC(=O)NN=Cc1ccc([N+](=O)[O-])o1
41%	CC(C)(C)CN1CCNC(=O)C1CC(=O)O (stereo not drawn)
14%	CCOC(=O)c1ccccc1C(=O)c1ccccc1
-54%	COCCn1cnnc1SCc1ccc(C(C)(C)C)cc1
42%[activator]	Cc1ccc(C2=NC3(CCN(C(=O)c4ccsc4)CC3)ON2)cc1
-29%	Cc1c(NC(=O)c2ccc([N+](=O)[O-])o2)cccc1-c1nc2ccccc2o1
?	Cc1cc(C)cc(OCC(=O)Nc2ccc3oc(-c4ccncc4)nc3c2)c1
?	Cc1ccc(C)c(NC(=O)c2cc(-c3cc(C)oc3C)nc3onc(C)c23)c1
-38%	CC(C)C(NC(=O)CSc1nc2cc([N+](=O)[O-])ccc2o1)c1ccccc1 (stereo not drawn)
52%[activator]	O=C(NCc1cccnc1)c1ccc2oc(-c3ccc(C(F)(F)F)cc3)nc2c1
27%	CC(C)CC(=O)N1CCCC(c2nc(-c3ccccc3)no2)CCNC(=O)CC1 (stereo not drawn)
51%[activator]	O=C(NCc1ccc(F)cc1Cl)C1CCN(c2cnc3nccnc3c2)CC1
30%	Cn1ccnc1C(=O)N1CCC(N2C[C@H](O)C[C@H]2C(=O)NC2CCCCC2)CC1
-1%	CCc1nc2c(c(-c3ccc(Cl)cc3)n1)CCN(C(=O)c1ccc(C)cc1)CC2
11%	COc1ccc(Nc2nc3ccccc3nc2NS(=O)(=O)c2cccc(Cl)c2)cc1
?	Cc1ccc2c(=O)c(S(=O)(=O)c3ccccc3)cn(CC(=O)Nc3ccc4c(c3)OCCO4)c2n1
-24%[57.4 µM]	COc1ccc(-c2nc(N3CCOCC3)c3sc(CN(C)c4ncc(C(=O)NO)cn4)cc3n2)cn1

(continued)
ALOX12 inh	structure
42%	O=C(NCc1cccs1)C1CN(c2cccc(Cl)c2)C(=O)N1 (stereo not drawn)
-2%	Cc1c(-c2ccccc2)oc2c(C(=O)N3CCN(C(=O)c4ccccc4)CC3)cccc2c1=O
?	Cc1ccc2nc(/C(C#N)=C\c3ccc(C)s3)[nH]c2c1
36%[activator]	CCc1ccccc1OCC(=O)c1ccc2c(c1)N(CC(=O)NCCCOC)C(=O)CO2
28%	Cc1noc(-c2cccc(OC3CN(C(=O)c4sccc4C)C3)c2)n1
1%[6.33 µM]	O=C(c1ccc2nnc(-c3ccc(F)cc3)n2c1)N1CCOCC1
12%	COc1ccc(NC(=O)CCC2CCCN(C(=O)c3ncoc3C)C2)c(C)c1 (stereo not drawn)
3%	COc1ccc(-c2[nH]ncc2CN2CCOc3c(cc(-c4cccc(OC)n4)cc3OC)C2)cc1
53%[activator]	CC(C)c1noc(-c2cccn3c(CNC(=O)c4ccccc4Cl)nnc23)n1
4%	COc1ccc(NC(=O)O[C@@H]2CO[C@H]3[C@@H]2OC[C@@H]3Nc2nccc(-c3cccs3)n2)cc1
?	COc1ccc(C2NC(=S)N(Cc3ccc(Cl)cc3)C(C)=C2C(C)=O)cc1 (stereo not drawn)
11%	N#Cc1ccc(OCCSC2=NCCS2)cc1
?	COc1cccc(C(=O)Oc2ccc(C(C)=O)cc2)c1
-7%	CCn1c(N2CCN(Cc3ccc(Cl)cc3Cl)CC2)nc2c1c(=O)[nH]c(=O)n2C
1%	COCC(C)n1c(C)cc(C(=O)Cn2cnc3scc(-c4ccc(C)s4)c3c2=O)c1C (stereo not drawn)
-4%	O=C(Nc1cccc(S(=O)(=O)N2CCCCCC2)c1)c1cccc2cccnc12
79%[activator]	CS(=O)(=O)c1ccc(Cl)c(NC(=O)c2cnccn2)c1
?	C/C=C/C=C/C(=O)NC1CCCc2ccccc21 (stereo not drawn)
18%	Cc1cc2oc(C(=O)Nc3cccc(Cl)c3)cc(=O)c2cc1C
45%	Cc1ccc(OC2(C(=O)O)CCN(Cc3ccc(CO)o3)CC2)cc1
11%[12.5 µM]	O=C1NC2(Cc3ccccc31)CN(CC1CCCC1)C2
1%	Cc1ccc2nc(SCC(=O)N3CCC4(CC3)CC4C(=O)Nc3ccc(F)c(F)c3)[nH]c2c1 (stereo not drawn)
1%	O=C(c1ccc(N2CC[C@@H](O)C2)nc1)N1CCC(Oc2cccnc2)CC1
3%[176 µM]	CC(C)Cc1cc(C[C@@H]2C[C@H](NC(=O)C3CCCC3)C2(C)C)no1
-27%	COc1ccc(C2C(c3ccccc3)=C(O)C(=O)N2CCc2ccccc2)cc1OC (stereo not drawn)
7%	CC(C)(C(=O)NCc1ccco1)n1cc(NC(=O)c2cncc(Br)c2)cn1
-4%	Cc1cc2ccccc2n1CC(=O)NCCCCCC(=O)O
-28%	Cc1nc(-c2cccs2)c(CCC(=O)N2CCN(c3cccc(Cl)c3)CC2)s1
-4%	CN1CCN(c2cc(-c3ccccc3C(F)(F)F)ncn2)CC1
90%[activator]	O=C(Cn1ccnc1)N1CCCCC1c1noc(COc2ccc(F)cc2)n1 (stereo not drawn)
-2%	O=C(Cn1nc2n(c1=O)CCCCC2)NCCC1=CCCCC1
64%[activator][176 µM]	O=C(c1ccccn1)N1CCn2c(nnc2-c2ccccc2)C1
-9%	COc1ccccc1CN1CCC2(CC1)OC(=O)N(Cc1ccccc1)C2(C)c1ccccc1 (stereo not drawn)
5%	O=C(Nc1ncn(Cc2ccccc2F)n1)c1ccn(COc2ccc(Cl)cc2)n1
12%	COc1ccc(-c2noc([C@@H]3Cc4nc[nH]c4CN3C(=O)Nc3ccc(Cl)cc3)n2)cc1
21%	COCC(=O)NCC(C)(C)c1ccccc1
1%	CCn1cc(S(=O)(=O)N2CCN(c3ccccc3C)CC2)cn1
?	CC(N)c1ccc(C(=O)O)o1 (stereo not drawn)
4%	CC(=O)Oc1ccc2c(-c3ccc(F)cc3)noc2c1
?	O=C(Nc1ccc(Cl)cc1)NC1CCCN(c2nc3ncccc3o2)C1 (stereo not drawn)
25%[176 µM]	CCNC(=O)NC[C@H]1COCc2nc3cc(C(=O)OC)ccc3n21
28%	NC(=O)C(O)(c1ccccc1)c1ccccc1
10%	Cc1cc(C(=O)N2CCc3nn(Cc4ccccc4)c(=O)n3CC2)n(C)n1
?	Cc1nn(-c2ccccc2)c(C)c1CC(=O)NC1CCCc2c1[nH]c1ccccc21 (stereo not drawn)
?	Cc1ccc(NC(=O)c2ccc(S(=O)(=O)NCC(C)O)cc2)cc1Cl (stereo not drawn)
-1%[6.33 µM]	Cn1ncc2c(C(=O)N3CCOCC3)cc(-c3ccc([S+](C)(=O)[O-])cc3)nc21
41%[activator]	O=C(NCCc1ccccc1)C1CCN(C(=O)c2ncn3c2COC(c2ccc(Cl)cc2)C3)CC1 (stereo not drawn)
-11%	CC(C)CCNC(=O)c1cccc(C#N)c1
48%[activator]	CCOC(=O)C1=C(C)N=C2SC=C(CC(=O)N3CCCCC3)N2C1c1cccc(OC)c1 (stereo not drawn)
19%	CC1(C)C[C@H](NC(=O)c2ccccc2)[C@@]2(CCC(=O)NCc3ccco3)CC[C@](C)(O)C[C@@H]12

New compounds follow
ALOX12 inh	structure
5%	COc1ccc(C(=O)N2[C@@H]3CC[C@H]2CC(NC(=O)c2ccncc2)C3)cc1OC (stereo partly drawn)
13%	O=C(O)CCCC(=O)Nc1ccc(C(=O)N2CCCCCC2)cc1
-7%	CCCc1nnc2sc(-c3ccc(CNC(=O)c4ccccc4Br)cc3)nn12
-24%	O=C(CCc1c[nH]c2ccccc12)N1CCCC1c1ccc(F)cc1 (stereo not drawn)
1%	CCCNC(=O)CCc1nc(-c2ccccc2)c(-c2ccccc2)o1
27%[176 µM]	Cc1nn(-c2ccc(C(F)(F)F)cc2)c(C)c1[C@@H]1C=C[C@@H](NC(=O)c2cccs2)C1
44%[activator]	N#Cc1ccc(C(=O)N2CCN(c3cc(-c4cccs4)[nH]n3)CC2)cc1
54%[activator][176 µM]	COc1ccc(N2CC(C(=O)N(C)C)NC2=O)cc1 (stereo not drawn)
46%[activator][176 µM]	CN1C[C@H](NC(=O)c2cnccn2)CCC[C@@H](C(=O)N(C)Cc2cccnc2)CC1=O
9%	CCC1CCCCN1S(=O)(=O)c1ccc(NC(=O)c2cc(=O)c3cc(C)ccc3o2)cc1 (stereo not drawn)
-12%	CN(C)S(=O)(=O)c1cccc(NC(=O)c2ccc(NS(=O)(=O)c3ccc(F)c(F)c3)cc2)c1
147%[activator]	COCCN1CCCCCC(O)c2cc(C(=O)NC3CCC3)ccc21 (stereo not drawn)
?	O=S(Cc1ccc(Cl)cc1)Cc1cccc(C(F)(F)F)c1 (stereo not drawn)
?	COCc1cc(C[C@@H]2CC[C@H](O)[C@@H](CNCc3ccc(Cl)cc3)O2)no1
44%[activator]	O=C(NC1CCc2nn(CC3CC3)c(=O)n2CC1)c1ccc(Cn2ccnc2)o1 (stereo not drawn)
-47%	Cc1[nH]c2ccccc2c1C(=O)C(=O)N(C)Cc1ccccc1
-54%	COC(=O)C1CN(Cc2ccccc2)CCS(=O)(=O)N1Cc1cn(Cc2ccc(Cl)cc2)nn1 (stereo not drawn)
-20%	O=C(NCC1CCN(C(=O)C(=O)c2cc3ccccc3o2)CC1)c1ccc2c(c1)OCO2
90%[activator]	Cc1oc(-c2cccs2)nc1CN1CCCC(c2ccn[nH]2)C1 (stereo not drawn)
-6%	CCCNc1c(NS(=O)(=O)c2ccc(Cl)cc2)c(=O)oc2ccccc12
30%	O=C(CN1CCN(c2cccc(C(F)(F)F)c2)CC1)Nc1nc(-c2ccc(F)c(F)c2)cs1
32%[activator]	Cc1cc(C)c(C(=O)Nc2ccccc2)c(SCC(=O)NC2CCCCC2)n1
-2%	CCOc1ccc(C2CCCN2C(=O)c2nn(C)c(=O)c3ccccc23)cc1 (stereo not drawn)
2%	CCN1C(=O)CCC2(C(=O)NCc3c(C)n[nH]c3C)CCCC=C12 (stereo not drawn)
-5%[176 µM]	COCC(=O)NC[C@H]1O[C@@H](CC(=O)N(C)Cc2ccccc2)[C@H](O)[C@@H]1O
?	CC(C)c1ccccc1NC(=S)NCCc1ccc(Cl)cc1Cl
-6%	C=CCNC(=O)N1CCN(C(c2ccc(F)cc2)c2ccc(F)cc2)CC1
109%[activator]	O=C(Cc1cc(Cl)c2c(c1)OCCCO2)NC1CCN(CC(F)F)CC1
-3%	CCn1cc(CNC(=O)c2cc(-c3ccccc3)nc3ccccc23)cn1
24%	Cc1ccc(CN2CCC3(CC2)C(C(=O)O)CC(=O)N3C)o1 (stereo not drawn)
?	CCOc1ccc(/C=C/C(=O)c2cccc(Br)c2)cc1OC
40%[activator]	COc1ccccc1CNC(=O)Cn1ccc2ccccc21
29%	O=C(Nc1cccc(Cl)c1F)N1CCC(OC2CCN(Cc3ccccc3)CC2)CC1
17%	O=C1NCN(Cc2ccc(Cl)cc2)C12CCN(Cc1ccccc1)CC2

Bioassay records deposited in PubChem BioAssay by National Center for Advancing Translational Sciences (NCATS).
